NCI-60 one-dose screen, 48 h, at 10 µM unless noted. Numbers give growth in % (100 = growth as untreated, 0 = no growth, -100 = all killed).
EKVX – EKVX NSCLC; 71,000 tested, 3% active; AID 1794765
M14 – M14 melanoma. 80,000 tested, 6.2% active. AID 1794745
UACC-62 – UACC-62 melanoma. 81,000 tested, 5.4% active
A549/ATCC – A549/ATCC NSCLC; 81,000 tested, 3.7% active; AID 1794740
HOP-92 – HOP-92 NSCLC cells; AID 1794738; 71,000 tested, 6.3% active
SK-MEL-5 – SK-MEL-5 melanoma; 80,000 tested, 6.4% active
SK-MEL-28 – SK-MEL-28 melanoma; 81,000 tested, 4.1% active; AID 1794761
UACC-257 – UACC-257 melanoma | 78,000 tested, 4.4% active
Numbers without * were called inactive; x = not tested or not shown; & = joins results of further samples. The calls were made as follows: active = growth percent below 10; inactive = the rest.

Labels used below – A = EKVX; B = M14; C = UACC-62; D = A549/ATCC; E = HOP-92; F = SK-MEL-5; G = SK-MEL-28; H = UACC-257
Cc1ccc(N2CCNCC2C)cc1 (configuration not stated)
  A: 93	B: 112	C: 106	D: 108	E: 97	F: 112	G: 115	H: 105

CCC(CC)CNC(=O)CCl
  A: 108	B: 106	C: 104	D: 102	E: 106	F: 103	G: x	H: 100

O=C(Cc1cccc([N+](=O)[O-])c1)Nc1ccc(S(=O)(=O)F)cc1
  A: x	B: 99	C: 87	D: 92	E: 105	F: 100	G: 93	H: 87

CNCC(Cl)Cl
  A: 102	B: 102	C: 105	D: 102	E: 100	F: 106	G: 110	H: 106

C[C@]12CCc3nc(NCCCN4CCOCC4)sc3C1=CC[C@@H]1[C@@H]2CC[C@]2(C)C(=O)CC[C@@H]12
  A: 100	B: 94	C: 99	D: 102	E: 104	F: 96	G: 99	H: 102

COCc1c(CO)cnc(C)c1O
  A: 96	B: 99	C: 101	D: 99	E: 104	F: 105	G: 99	H: x

CC[C@H](C)[C@H](NC(=O)[C@H]1CCCCN1C)C(=O)N(C)[C@H](CCc1nc(C(=O)N[C@@H](Cc2ccccc2)C[C@H](C)C(=O)OC)cs1)C(C)C
  A: 47	B: -15*	C: 41	D: 17	E: 13	F: -22*	G: 66	H: x

C#CC1(O)CCC2C3CCC4=CC(=O)CCC4(C)C3CCC21C (configuration not stated)
  A: 64	B: 102	C: 86	D: 101	E: 80	F: 100	G: 114	H: 117

COC12C(COC(N)=O)C3=C(C(=O)C(C)=C(N)C3=O)N1CC1C2N1C (configuration not stated)
  A: 92	B: 28	C: 46	D: 48	E: -0.6*	F: 12	G: x	H: 17

C/C(N)=N\c1n[nH]c(NN)n1
  A: 108	B: x	C: 97	D: 106	E: 116	F: 100	G: 107	H: 107

CC(C)=CCC/C(C)=C/CC/C(C)=C/CSCCCN(CCCN1CCN(C)CC1)P(=O)(OC(C)C)OC(C)C
  A: x	B: 104	C: 103	D: 92	E: 98	F: 103	G: 107	H: 124

O=C(CCl)Nc1ccccc1Cl
  A: 98	B: 96	C: 105	D: 105	E: 77	F: 96	G: 112	H: 99

CC(=O)OC1CCC2C3C(C)CC4=CC(=O)CCC4(C)C3CCC12C (configuration not stated)
  A: 22	B: 102	C: 34	D: 97	E: 88	F: x	G: 108	H: 85

O=c1[nH]c2ccc([N+](=O)[O-])cc2c(=O)o1
  A: 107	B: 108	C: 100	D: 107	E: 79	F: 95	G: 105	H: 104

CC1(C)N=C(N)N=C(N)N1c1ccc(CCCCc2ccc(S(=O)(=O)F)cc2)cc1
  A: x	B: 28	C: 20	D: 14	E: x	F: 19	G: 48	H: 39

CC(=O)N(N=O)c1ccc(Br)cc1
  A: x	B: 105	C: 98	D: 97	E: 88	F: 99	G: 105	H: 90

OCCSSCCO
  A: x	B: 104	C: 101	D: 99	E: x	F: 108	G: 102	H: 94

COc1ccc(CN(C)CC(O)c2ccc(Cl)cc2)cc1 (configuration not stated)
  A: 96	B: 91	C: 102	D: 102	E: 56	F: 99	G: 107	H: 99

O=C(/C=C/c1ccco1)c1nc2ccccc2n1Cc1ccc(Br)cc1
  A: 18	B: 26	C: 29	D: 47	E: 4.0*	F: 57	G: 56	H: 37

Cc1cc(N=Nc2ccccc2C)ccc1N
  A: 72	B: x	C: 74	D: 48	E: 49	F: 79	G: 99	H: 132

O=c1[nH]c2ccccc2o1
  A: 106	B: 110	C: 104	D: 91	E: 103	F: 99	G: 113	H: 93

CC12CCC3C(CCC4CC(=O)CCC43C)C1C/C(=N\O)C2=O (configuration not stated)
  A: 100	B: 98	C: 119	D: 99	E: x	F: 94	G: 111	H: 88

CC12CCC3(CCC(=O)NCCCNc4ccnc5cc(Cl)ccc45)[C@@](C)(OO[C@]3(C)O1)O2
  A: 4.6*	B: -2.4*	C: 11	D: 25	E: 3.3*	F: 14	G: 33	H: 51

CCN(CCOS(=O)(=O)O)C1c2ccccc2-c2ccccc21
  A: 106	B: 99	C: 97	D: 92	E: 92	F: 101	G: 110	H: 93

COC(=O)[C@@H](C)C[C@H](Cc1ccccc1)NC(=O)c1cccc([C@@H](C[C@H](C(C)C)N(C)C(=O)[C@@H](NC(=O)[C@H]2CCCCN2C)C2CC2)OC(C)=O)n1
  A: 55	B: 1.5*	C: 41	D: 8.0*	E: 5.3*	F: -23*	G: 62	H: 36

Profiles, quoted from the list.
COc1ccc(CN(C)CC(O)c2ccc(Cl)cc2)cc1 (configuration not stated) across the screens: EKVX: 96; M14: 91; UACC-62: 102; A549/ATCC: 102; HOP-92: 56; SK-MEL-5: 99; SK-MEL-28: 107; UACC-257: 99
COC(=O)[C@@H](C)C[C@H](Cc1ccccc1)NC(=O)c1cccc([C@@H](C[C@H](C(C)C)N(C)C(=O)[C@@H](NC(=O)[C@H]2CCCCN2C)C2CC2)OC(C)=O)n1 across the screens: EKVX: 55; M14: 1.5*; UACC-62: 41; A549/ATCC: 8.0*; HOP-92: 5.3*; SK-MEL-5: -23*; SK-MEL-28: 62; UACC-257: 36

Exported field by field: part of the list above
Cc1cc(N=Nc2ccccc2C)ccc1N
  EKVX: 72
  M14: x
  UACC-62: 74
  A549/ATCC: 48
  HOP-92: 49
  SK-MEL-5: 79
  SK-MEL-28: 99
  UACC-257: 132

CC12CCC3C(CCC4CC(=O)CCC43C)C1C/C(=N\O)C2=O (configuration not stated)
  EKVX: 100
  M14: 98
  UACC-62: 119
  A549/ATCC: 99
  HOP-92: x
  SK-MEL-5: 94
  SK-MEL-28: 111
  UACC-257: 88

O=C(Cc1cccc([N+](=O)[O-])c1)Nc1ccc(S(=O)(=O)F)cc1
  EKVX: x
  M14: 99
  UACC-62: 87
  A549/ATCC: 92
  HOP-92: 105
  SK-MEL-5: 100
  SK-MEL-28: 93
  UACC-257: 87

O=c1[nH]c2ccc([N+](=O)[O-])cc2c(=O)o1
  EKVX: 107
  M14: 108
  UACC-62: 100
  A549/ATCC: 107
  HOP-92: 79
  SK-MEL-5: 95
  SK-MEL-28: 105
  UACC-257: 104

(listing goes on)
Labels used below – A = EKVX; B = M14; C = UACC-62; D = A549/ATCC; E = HOP-92; F = SK-MEL-5; G = SK-MEL-28; H = UACC-257
Cc1nc(C)c(C(=O)N/N=C/c2ccc(N(CCCl)CCCl)cc2)s1
  A: 95	B: 107	C: 66	D: 94	E: 88	F: 91	G: 112	H: 102

C/C(=N/OC(=O)N(C)C)c1ccc(Cl)c(Cl)c1
  A: 123	B: 113	C: 98	D: 83	E: 102	F: 99	G: 105	H: 97

O=C(NC([Se])=NC1CCCCC1)c1ccc2c(c1)OCO2
  A: 57	B: 60	C: 76	D: 27	E: 118	F: 79	G: 52	H: 50

CC1=C(COCCOC(=O)c2ccc(S(=O)(=O)F)cc2)C2=C(C)C3(CC3)[C@@](C)(O)C(=O)C2=C1
  A: -33*	B: 11	C: -89*	D: 4.6*	E: -30*	F: -92*	G: -64*	H: -32*

CC(=O)O[C@H]1CC[C@]2(C)[C@H]3CC[C@@H]4[C@H]5[C@H](C)[C@@]6(C)OC(=O)[C@]5(CC[C@@]4(C)[C@]3(C)CC[C@H]2C1(C)C)C[C@@H]6C1(C)OOC2(CCCCC2)OO1
  A: 100	B: 99	C: 93	D: 113	E: 90	F: 92	G: 99	H: 117

N#Cc1cnccn1
  A: 93	B: 101	C: 98	D: 95	E: 100	F: 97	G: 105	H: 101

O=Cc1ccc(S(=O)(=O)F)cc1
  A: x	B: 103	C: 108	D: 96	E: 90	F: 103	G: 104	H: 93

O=C(O)C(O)(c1ccccc1)c1cccc2ccccc12 (configuration not stated)
  A: 94	B: 96	C: 97	D: 103	E: 106	F: 99	G: 109	H: 108

C=CCC1(C(C)C)C(=O)NC(=S)NC1=O
  A: 98	B: 103&109	C: 100	D: 103&101	E: 95&99	F: 100&100	G: 98&106	H: 94

CNc1ccc([N+](=O)[O-])cc1[N+](=O)[O-]
  A: 91	B: 102	C: 102	D: 80	E: 89	F: 101	G: 120	H: 88

CCCCCCOC(=O)Cc1ccccc1
  A: 98	B: 110	C: 107	D: 100	E: 86	F: 105	G: 106	H: 109

Cc1ccccc1-c1nc2ccccc2c(=O)n1C
  A: 101	B: 109	C: 94	D: 86	E: 135	F: 103	G: 114	H: 96

N#CC(C#N)=Cc1cccc(Cl)c1
  A: 94	B: 100	C: 101	D: 97	E: 87	F: 100	G: 107	H: 105

CC(=O)[O][Hg][O]C(C)=O
  A: x	B: 88	C: 97	D: 103	E: 142	F: 102	G: 106	H: 91

CCCCOP(=O)(N1CC1)N1CC1
  A: x	B: 101	C: 102	D: 102	E: 110	F: 108	G: 105	H: 94

CCC[Se]C(=O)c1ccc(C(=O)[Se]CCC)s1
  A: -80*	B: -63*	C: -65*	D: -46*	E: -58*	F: -76*	G: -63*	H: -54*

CCCC(C)(COC(N)=O)COC(=O)NC(C)C (configuration not stated)
  A: 96	B: 103	C: 94	D: x	E: 109	F: 99	G: 115	H: 98

CC[C@]12C=CCN3CC[C@@]4(c5ccc(OC)cc5N(C)[C@H]4[C@@](O)(C(=O)OC)[C@@H]1OC(=O)CCC[P+](C1CCCCC1)(C1CCCCC1)C1CCCCC1)[C@@H]32
  A: 15	B: -78*	C: -97*	D: 14	E: -44*	F: -98*	G: -86*	H: -81*

Cc1ccc(CBr)cc1
  A: 109	B: 109	C: 99	D: 123	E: 89	F: 105	G: 105	H: 74

OC(c1ccc(Cl)cc1)C(c1ccccc1)N1CCCCC1 (configuration not stated)
  A: 95	B: 90	C: 103	D: 91	E: 73	F: 100	G: 101	H: 85

CSc1nc(N)nc2nnc(NN)n12
  A: 92	B: x	C: 89	D: 106	E: 82	F: 102	G: 105	H: 108

N#C[Se]Cc1cc(-c2ccccc2)n(-c2ccc(S(N)(=O)=O)cc2)n1
  A: -1.9*	B: -62*	C: -9.8*	D: -33*	E: -61*	F: -77*	G: -59*	H: -70*

ClCCN(CCCl)c1ccc(/C=N\Nc2ncccn2)cc1
  A: 107	B: 97	C: 62	D: 101	E: x	F: 94	G: 124	H: 113

NC(=O)CNCc1ccc([As]=O)cc1 (configuration not stated)
  A: 108	B: 101	C: 99	D: 100	E: 93	F: 102	G: x	H: 102

O=P(O)(O)CCCP(=O)(O)O
  A: 104	B: 100	C: 113	D: 99	E: 118	F: 107	G: 104	H: 113

N#C/C=C/c1ccccc1
  A: 105	B: 106	C: 97	D: 81	E: 105	F: 101	G: 115	H: 76

Nc1nnns1
  A: 95	B: 99	C: 92	D: 101	E: 101	F: 112	G: 111	H: 102

OCC(c1ccc(Cl)cc1)c1ccc(Cl)cc1
  A: 97	B: 115	C: 111	D: 97	E: 64	F: 98	G: 104	H: 86

O=C(/C=C/c1ccccc1Cl)c1nc2ccccc2n1Cc1ccc(F)cc1
  A: -92*	B: -79*	C: -93*	D: -44*	E: -65*	F: -86*	G: -86*	H: -61*

COc1ccc(-n2c(SC)nc3cc(OC)c(OC)cc3c2=O)cc1
  A: 97	B: 105	C: 90	D: 99	E: 97	F: 99	G: 100	H: 105

O=C1c2c(Cl)ccc(Cl)c2C(=O)c2c(Cl)ccc(Cl)c21
  A: 88	B: 94	C: 87	D: 79	E: 81	F: 98	G: 101	H: 89

NC(CSC(c1ccccc1)c1ccccc1)C(=O)O (configuration not stated)
  A: 82	B: 101	C: 93	D: 83	E: 91	F: 101	G: 119	H: 85

COC(C(=O)C(O)C(C)O)C1Cc2cc3cc(OC4CC(OC(C)=O)C(OC5CC(O)C(OC)C(C)O5)C(C)O4)cc(O)c3c(O)c2C(=O)C1OC1CC(OC2CC(OC3CC(C)(O)C(OC(=O)C(C)C)C(C)O3)C(O)C(C)O2)C(O)C(C)O1 (configuration not stated)
  A: -16*	B: x	C: -97*	D: -39*	E: -16*	F: -97*	G: x	H: -19*

COc1ccc2c(c1)NP(=S)(Oc1ccccc1)N2 (configuration not stated)
  A: 92	B: 110	C: 94	D: 100	E: 96	F: x	G: 114	H: 105

Screening results deposited in PubChem BioAssay by NCI.

A portion of the library. The share of hits here may be higher or lower than overall.
